Bioassay records (PubChem)
GSH bead fluor: compound fluorescence on glutathione beads, profiling panel, artefact control, biophysical, 488/530 nm, flow cytometry | AID 1776, 2009 | fluorescence (KMESF) at 10 µM | GSH beads flow cytometry, compound fluorescence 488/530 nm; hits give high values | 0.25% of 190,000 active; in the data active = fluorescence above about 89;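 also: glutathione beads carrying GST-tagged Bcl family fusion proteins plus one bare bead set; values are compound well signal with DMSO vehicle wells as background; inactives centre near 16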
Bfl-1 Bim block: inhibitors of Bim binding to Bfl-1, primary screen, biochemical, multiplexed, bead-based flow cytometry; Bcl-2-related protein A1 (Homo sapiens), Q16548; Bim-Bfl-1 binding inhibition; inhibition, % at 10 µM; 0.12% of 190,000 active;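 also: 0% = wells without compound plus tracer and 100% = blocker peptide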
RGS8-Gao: RGS8-Galphao binding modulators, primary screen, biochemical, multiplexed bead flow cytometry. Guanine nucleotide-binding protein G(o) subunit alpha (Homo sapiens), P09471. actives lie on both sides. response (percent of control binding), % at 10 µM. 0.34% of 220,000 active; in the data active = response below about 60% or above about 140%; inactive = in between;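 also: Galphao activated as the GDP aluminium fluoride complex binding bead-coupled RGS8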
Target sequence (P09471 whole entry, looked up): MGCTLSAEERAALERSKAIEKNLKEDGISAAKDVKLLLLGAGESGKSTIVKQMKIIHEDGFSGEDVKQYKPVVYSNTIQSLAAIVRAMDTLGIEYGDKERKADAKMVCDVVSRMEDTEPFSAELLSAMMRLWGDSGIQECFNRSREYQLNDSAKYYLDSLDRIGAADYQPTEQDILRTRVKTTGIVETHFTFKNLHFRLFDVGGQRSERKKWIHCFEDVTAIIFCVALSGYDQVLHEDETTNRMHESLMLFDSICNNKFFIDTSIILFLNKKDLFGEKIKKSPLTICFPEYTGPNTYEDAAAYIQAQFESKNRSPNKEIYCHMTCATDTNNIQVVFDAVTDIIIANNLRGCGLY
RGS7-Gao reg: RGS7-Galphao binding modulators, primary screen, biochemical, multiplexed bead flow cytometry | Guanine nucleotide-binding protein G(o) subunit alpha (Homo sapiens), P09471 | actives lie on both sides | binding response (% of control), % at 10 µM | 0.35% of 220,000 active | AID 1439, 2008; in the data active = binding response below about 49% or above about 150%;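 also: fluorescent Galphao held in activated GDP-AlF4 state binding bead-coupled RGS7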
RGS4-Gao reg: modulators of RGS4 binding to Galphao, primary screen, biochemical, multiplexed bead flow cytometry; actives lie on both sides; 0.33% of 220,000 active; binding response (% of control), % at 10 µM; AID 1415, 2008; in the data active = binding response below about 49% or above about 150%; inactive = in between;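 also: fluorescent Galphao activated with aluminum fluoride binding bead-coupled RGS4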
Bcl-XL Bim block: inhibitors of Bim-Bcl-XL binding, primary screen, biochemical, multiplexed, bead flow cytometry, human Bcl-XL. Bcl-2-like protein 1 (Homo sapiens), Q07817. Bim peptide-Bcl-XL binding, fluorescence. inhibition, % at 10 µM. 0.04% of 190,000 active. AID 1007, 2008
Target sequence (Q07817 whole entry, looked up): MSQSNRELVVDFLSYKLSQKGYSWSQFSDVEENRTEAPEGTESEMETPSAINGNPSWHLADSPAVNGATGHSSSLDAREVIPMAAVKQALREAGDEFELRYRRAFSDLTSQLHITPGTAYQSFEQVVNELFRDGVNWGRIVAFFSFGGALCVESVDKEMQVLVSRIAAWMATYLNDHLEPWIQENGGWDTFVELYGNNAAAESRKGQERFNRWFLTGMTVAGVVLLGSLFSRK
Bim-Bcl-2: inhibitors of Bim-Bcl-2 binding, primary screen, biochemical, multiplexed, human Bcl-2 family; Apoptosis regulator Bcl-2 (Homo sapiens), P10415; Bead-based flow cytometry, Bim peptide-Bcl-2 binding; inhibition, % at 10 µM; 0.06% of 190,000 active; AID 950, 2007; in the data active = inhibition above about 40%;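 also: 0% = no compound wells with probe peptide and 100% = reference peptide inhibitor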
Mcl1 Bid PPI: Mcl-1/Bid binding inhibitors, primary screen, biochemical, TR-FRET, 1536-well. 0.97% of 220,000 active. TR-FRET Mcl-1/Bid-Dy647 peptide binding. inhibition, % at 21.7 µM;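 active = compounds that cut the binding signal by more than half at the single screening dose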;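 also: His-tagged Mcl-1 with europium anti-His antibody binding Bid BH3 peptide; 0% = Mcl-1 plus peptide wells and 100% = peptide-only wells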
Bcl-B Bim block: inhibitors of Bim-Bcl-B binding, primary screen, biochemical, multiplexed, human Bcl-2 family | Bcl-2-like protein 10 (Homo sapiens), Q9HD36 | bead-based flow cytometry, Bim peptide-Bcl-B binding | inhibition, % at 10 µM | 0.073% of 190,000 active | AID 951, 2007;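 also: 0% = tracer peptide without compound and 100% = reference inhibitor peptide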
Target sequence (Q9HD36 whole entry, looked up): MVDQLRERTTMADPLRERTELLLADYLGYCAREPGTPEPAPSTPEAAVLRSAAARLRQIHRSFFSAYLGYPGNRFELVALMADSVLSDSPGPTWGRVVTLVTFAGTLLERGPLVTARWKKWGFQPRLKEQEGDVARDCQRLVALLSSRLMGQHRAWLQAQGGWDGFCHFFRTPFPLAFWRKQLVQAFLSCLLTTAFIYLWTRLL
Bim-Bcl-W: inhibitors of Bim binding to Bcl-W, primary screen, biochemical, multiplexed, bead-based flow cytometry; Bcl-2-like protein 2 (Homo sapiens), Q92843; Bim peptide-Bcl-W binding; inhibition, % at 10 µM; 0.02% of 190,000 active;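 also: 0% = bound tracer without compound and 100% = peptide blocker; higher means less fluorescent Bim peptide bound to Bcl-W beads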
Target sequence (Q92843 whole entry, looked up): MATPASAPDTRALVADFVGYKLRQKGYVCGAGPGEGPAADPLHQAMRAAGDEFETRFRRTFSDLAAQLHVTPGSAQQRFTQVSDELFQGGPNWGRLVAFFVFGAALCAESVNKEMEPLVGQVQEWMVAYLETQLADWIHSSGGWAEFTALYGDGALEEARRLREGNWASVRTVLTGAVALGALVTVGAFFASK
Mcl-1 Bim block: inhibitors of Bim peptide binding to Mcl-1, primary screen, biochemical, bead-based flow cytometry, multiplex. Induced myeloid leukemia cell differentiation protein Mcl-1 (Homo sapiens), Q07820. Bim peptide-Mcl-1 binding. inhibition, % at 10 µM. 0.1% of 190,000 active. AID 1009, 2008;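 also: 0% = no compound tracer wells and 100% = peptide blocker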
* marks the source's active call; other numbers are inactive results. Rule as the data show it, unless noted: active = inhibition above about 40%.

(1) CN(C)S(=O)(=O)c1ccc(-c2cn3ccccc3n2)cc1
(2) CCc1nnc(NC(=O)CCC(=O)O)s1
(3) O=C(Nc1cccnc1)c1ccc(COCC(F)(F)F)cc1
(4) O=[N+]([O-])c1cccc(-c2nnc3ccc4ccccc4n23)c1
(5) O=C(c1ccc(N2CCN(CCO)CC2)nc1)N1CCOCC1
(6) CC(=O)N(C)c1ccc(NC(=O)c2ccco2)cc1
(7) O=C(Oc1cc(=O)oc2ccccc12)c1cccnc1Cl
(8) O=C(NCc1ccco1)C(C(=O)c1ccccc1)n1ccccc1=O (stereo not drawn)
Assay by compound	1	2	3	4	5	6	7	8
GSH bead fluor	31	20	14	4	8	26	7	11
Bfl-1 Bim block	-10	-10	-2	0	-2	-19	-1	0
RGS8-Gao	103	104	100	103	102	89	102	109
RGS7-Gao reg	101	107	103	100	100	99	103	110
RGS4-Gao reg	98	107	103	100	101	84	103	110
Bcl-XL Bim block	-10	-1	-2	0	-8	-8	0	2
Bim-Bcl-2	-9	-6	0	2	-2	-11	0	-2
Mcl1 Bid PPI	17	-5	2	-8	-4	-34	-40	-77
Bcl-B Bim block	-6	-2	-1	2	-6	-9	-1	0
Bim-Bcl-W	3	0	-2	0	-3	0	-2	-1
Mcl-1 Bim block	-3	0	0	1	-3	-3	-2	-2

Retrieved by compound from above (2):
(6) CC(=O)N(C)c1ccc(NC(=O)c2ccco2)cc1
(3) O=C(Nc1cccnc1)c1ccc(COCC(F)(F)F)cc1
Assay by compound	6	3
GSH bead fluor	26	14
Bfl-1 Bim block	-19	-2
RGS8-Gao	89	100
RGS7-Gao reg	99	103
RGS4-Gao reg	84	103
Bcl-XL Bim block	-8	-2
Bim-Bcl-2	-11	0
Mcl1 Bid PPI	-34	2
Bcl-B Bim block	-9	-1
Bim-Bcl-W	0	-2
Mcl-1 Bim block	-3	0

Later entries:
(9) O=C(CCNc1ccccc1)c1ccc2c(c1)OCO2
(10) CC1(C(=O)OCC(=O)N2c3ccccc3Sc3ccccc32)CC1(Cl)Cl (stereo not drawn)
(11) COc1nc(N/N=C/c2cc3c(cc2Br)OCO3)nc(N2CCOCC2)n1
(12) CC(C)(C)NC(=O)C(c1cccs1)N(CC1CCCO1)C(=O)Cn1nnc(-c2cccs2)n1 (stereo not drawn)
(13) CCOC(=O)N1CCN(Cc2ccccc2F)CC1
(14) Cc1ccc(NC(=O)c2ccc3c(c2)C(=O)N(CC2CCCO2)C3=O)cc1C (stereo not drawn)
(15) COc1ccc(CCNC(=O)CCC(=O)Nc2nnc(C(C)C)s2)cc1OC
(16) C=CCc1cccc(/C=N/NC(=O)C(C)Nc2ccc(C)cc2)c1O (stereo not drawn)
Assay by compound	9	10	11	12	13	14	15	16
GSH bead fluor	39	10	23	36	37	9	4	18
Bfl-1 Bim block	-11	3	-18	0	-14	-1	0	-6
RGS8-Gao	102	103	102	117	102	103	84	112
RGS7-Gao reg	101	103	104	103	100	103	95	110
RGS4-Gao reg	95	103	100	100	101	100	96	104
Bcl-XL Bim block	-8	-1	-5	5	-13	-2	0	-9
Bim-Bcl-2	-7	3	-7	4	-11	0	2	-3
Mcl1 Bid PPI	-24	-4	16	-1	31	-10	-16	-23
Bcl-B Bim block	-5	4	-7	1	-11	-3	-1	-9
Bim-Bcl-W	5	0	0	1	-3	-1	0	-5
Mcl-1 Bim block	7	0	0	9	-3	0	-2	-7

(17) N=c1ccn(Cc2ccccc2Cl)cc1
(18) CC(C)NC(=O)CN1CCC(O)(c2ccccc2)CC1
(19) O=CN1CCN(C(=O)CN2C(=O)c3ccccc3C2=O)CC1
(20) Cc1cccc(NC(=S)N2CCC(O)CC2)c1C
(21) Cc1ccccc1NC(=O)CCN1CCc2ccccc2C1
(22) N#CCSc1nnc(-c2ccccc2O)n1CCc1ccccc1
(23) CC(C)C1CC(c2csc(N)n2)CCO1 (stereo not drawn)
(24) COc1ccc(C(NC(=O)/C=C/c2ccco2)c2ccc(OC)c(OC)c2)cc1OC
Assay by compound	17	18	19	20	21	22	23	24
GSH bead fluor	25	12	20	15	25	27	13	8
Bfl-1 Bim block	0	-11	0	2	-6	-14	-12	-6
RGS8-Gao	101	101	101	103	102	103	94	89
RGS7-Gao reg	101	96	107	95	99	101	90	101
RGS4-Gao reg	101	99	101	103	100	101	90	91
Bcl-XL Bim block	-3	-8	0	-1	-5	4	-5	-3
Bim-Bcl-2	-4	-8	0	0	0	-12	-9	-4
Mcl1 Bid PPI	-2	-19	-2	-27	-35	-10	-35	-8
Bcl-B Bim block	-4	-4	0	1	-6	-5	-9	2
Bim-Bcl-W	-3	0	1	-3	0	1	-2	0
Mcl-1 Bim block	-3	-1	0	-2	-4	-2	-1	8

Single records, as listed above.
`O=C(NCc1ccco1)C(C(=O)c1ccccc1)n1ccccc1=O` (stereo not drawn) across the screens: GSH bead fluor = 11; Bfl-1 Bim block = 0; RGS8-Gao = 109; RGS7-Gao reg = 110; RGS4-Gao reg = 110; Bcl-XL Bim block = 2; Bim-Bcl-2 = -2; Mcl1 Bid PPI = -77; Bcl-B Bim block = 0; Bim-Bcl-W = -1; Mcl-1 Bim block = -2
`O=C(Oc1cc(=O)oc2ccccc12)c1cccnc1Cl` across the screens: GSH bead fluor = 7; Bfl-1 Bim block = -1; RGS8-Gao = 102; RGS7-Gao reg = 103; RGS4-Gao reg = 103; Bcl-XL Bim block = 0; Bim-Bcl-2 = 0; Mcl1 Bid PPI = -40; Bcl-B Bim block = -1; Bim-Bcl-W = -2; Mcl-1 Bim block = -2

(cont.)
(25) COc1cc([N+](=O)[O-])ccc1NC(=O)/C=C/C(=O)O
(26) Cc1cc(C)cc(NC(=O)Cn2nnc3ccccc3c2=O)c1
(27) C=CCCC(=O)Nc1nc(C)c(-c2csc(Nc3ccc(Cl)cc3Cl)n2)s1
(28) CCOC(=O)C1CCCN(Cc2cc(=O)oc3cc(C)ccc23)C1 (stereo not drawn)
(29) Cc1cc(C(=O)NCc2cccnc2)n(-c2ccccc2)n1
(30) CN(C)/C=C/C(=O)c1ccc(Br)s1
(31) O=C(Oc1ccc(=O)n(-c2ccccc2)n1)c1ccccc1
(32) O=C(/C=C/c1ccccc1)c1ccccn1
Assay by compound	25	26	27	28	29	30	31	32
GSH bead fluor	11	31	12	25	27	11	20	20
Bfl-1 Bim block	-1	-2	0	-6	-7	2	-2	0
RGS8-Gao	103	103	100	98	101	99	101	99
RGS7-Gao reg	102	100	98	96	100	101	103	102
RGS4-Gao reg	99	102	102	94	100	100	103	101
Bcl-XL Bim block	-2	-1	0	-1	-2	0	0	-4
Bim-Bcl-2	3	1	1	-6	-7	-3	-2	-2
Mcl1 Bid PPI	23	-19	-3	-34	-10	-35	-15	5
Bcl-B Bim block	-1	-2	0	-3	-5	1	-2	-3
Bim-Bcl-W	-4	2	0	0	1	-1	6	-4
Mcl-1 Bim block	0	1	0	-4	1	-6	-12	0

(33) Cc1ccc(NC(=O)C(=O)NC2CCCCC2)cc1
(34) COC(=O)c1cc(C(=O)OC)cc(-n2c(C)cc(C(=O)COC(=O)CNS(=O)(=O)c3ccc(C)cc3)c2C)c1
(35) COc1ccc2nc(SCC(=O)N3CCCCC3)c(C#N)cc2c1
(36) C#CCn1c(S(=O)(=O)Cc2ccc(C)cc2)nc(-c2ccccc2)c1-c1ccccc1
(37) O=C(Nc1ccccc1)N1CCN(c2cccc(C(F)(F)F)c2)CC1
(38) Cc1nnc(SC(C)C(=O)Nc2ccc(S(=O)(=O)N3CCCCC3)cc2)s1 (stereo not drawn)
(39) Cc1ccc(-n2c(SCC(=O)Nc3ccc4c5c(cccc35)CC4)nc(O)c(C)c2=O)cc1
(40) CCc1c(C)sc(NC(=O)c2noc(C)c2[N+](=O)[O-])c1C#N
Assay by compound	33	34	35	36	37	38	39	40
GSH bead fluor	64	27	11	16	16	14	6	11
Bfl-1 Bim block	-9	0	-2	0	-14	-8	0	0
RGS8-Gao	106	101	99	101	99	100	106	101
RGS7-Gao reg	102	100	103	96	100	99	108	102
RGS4-Gao reg	105	99	99	102	97	100	105	101
Bcl-XL Bim block	3	-4	-2	-3	0	-1	-2	-9
Bim-Bcl-2	-5	1	-4	0	-2	-7	0	-1
Mcl1 Bid PPI	-11	-4	-27	-12	-18	10	-29	-26
Bcl-B Bim block	-6	-6	-14	1	-8	-3	0	-19
Bim-Bcl-W	3	-3	-5	1	1	2	0	0
Mcl-1 Bim block	-1	-1	-3	-1	4	0	0	-4

Along the list, as entered above.
Compounds 36–39 in Bim-Bcl-2: 0, -2, -7, 0
Compounds 36–39 in Mcl-1 Bim block: -1, 4, 0, 0

The list continues:
(41) NNC(=O)c1cc(O)c(O)c(O)c1
(42) Cc1cnc(NC(=O)c2cc3ccccc3o2)s1
(43) CCOC(=O)C1(CC2CC2)CCN(Cc2cnc(-c3ccccc3C)nc2)CC1
(44) COc1ccc(Cl)cc1NC(=O)COC(=O)/C=C/c1c(C)nn(C2CCS(=O)(=O)C2)c1Cl (stereo not drawn)
(45) COc1cc(/C=C(\C#N)c2[nH]nc(N)c2C#N)cc(OC)c1O
Assay by compound	41	42	43	44	45
GSH bead fluor	17	23	10	16	34
Bfl-1 Bim block	22	-7	-7	1	-4
RGS8-Gao	62	105	102	103	101
RGS7-Gao reg	55	98	107	103	105
RGS4-Gao reg	80	104	101	102	103
Bcl-XL Bim block	6	-3	0	1	-2
Bim-Bcl-2	16	-5	-2	-3	-4
Mcl1 Bid PPI	-83	-31	-27	-2	12
Bcl-B Bim block	-10	-3	0	0	-5
Bim-Bcl-W	22	-1	0	3	3
Mcl-1 Bim block	8	0	0	0	0
